Sm TGR inh: inhibitors of Schistosoma mansoni thioredoxin glutathione reductase. Potency, µM (top dose mostly 114 µM), for inactives: at the highest dose activity change, negative = inhibition, hits mostly inhibitors. purified TGR, DTNB reduction, TNB absorbance 405 nm. 360,000 compounds, 3% hits. AID 485364; further: potency means the concentration at half of the fitted maximal effect; nearly all actives have a fitted effect of over 60% in size
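Kinetic colorimetric format: TGR-catalysed, NADPH-driven DTNB reduction monitored via TNB absorbance. Enzyme dispensed at 20 nM; compound exposure 15 min at room temperature before reaction start.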
AmpC inh no detg: AmpC beta-lactamase inhibition without detergent; P00811; AmpC nitrocefin hydrolysis, absorbance 480 nm, 0.0001% Triton; Potency, µM (highest dose often 57.1 µM), inactives show at the top dose activity change, negative = inhibition, actives largely listed as inhibitors; 330,000 compounds, 0.52% hits; AID 485341;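 further: potency means the concentration at half of the fitted maximal effect; plate controls were no compound for no effect and no enzyme for full effect; nearly all actives have a fitted effect of over 20% in size; some results filed as inactive show a strong effect at the top dose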
Target sequence (P00811 whole entry, looked up): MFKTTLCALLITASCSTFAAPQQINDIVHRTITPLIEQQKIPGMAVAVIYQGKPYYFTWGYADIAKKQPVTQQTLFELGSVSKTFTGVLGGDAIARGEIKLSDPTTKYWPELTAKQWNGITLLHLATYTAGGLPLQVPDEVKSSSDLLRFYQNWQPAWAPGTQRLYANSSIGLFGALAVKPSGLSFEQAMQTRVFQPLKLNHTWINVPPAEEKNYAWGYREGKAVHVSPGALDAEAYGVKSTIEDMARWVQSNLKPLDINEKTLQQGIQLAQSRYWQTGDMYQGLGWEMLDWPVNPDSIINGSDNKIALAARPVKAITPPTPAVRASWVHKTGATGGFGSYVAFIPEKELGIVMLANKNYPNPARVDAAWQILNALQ
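20 mM phosphate pH 7.0 + 0.01% (detergent screen) or 0.0001% Triton X-100; 5.3 nM AmpC reagent; cpd preinc 15 min RT; nitrocefin (800 uM stock) to start; A480 q20 s × 4 min; Activity was normalised to no-enzyme and no-compound control wells.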
AmpC detergent: inhibitors of E. coli AmpC beta-lactamase with detergent | AmpC hydrolysis of nitrocefin, absorbance 480 nm, 0.01% Triton | 370,000 compounds, 0.041% hits | Potency, µM (titrated, usually from 114 µM), without a hit: at the top dose activity change, negative = inhibition, hits mostly inhibitors | P00811 | AID 485294;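 further: potency means the concentration at half of the fitted maximal effect; 0% = no-compound wells and -100% = no-enzyme wells; nearly all actives have a fitted effect of over 25% in size; some results filed as inactive show a strong effect at the top dose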
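AmpC (5.3 nM in the dispensed reagent) in 20 mM phosphate pH 7.0 with 0.01% (detergent screen) or 0.0001% Triton X-100 was preincubated with compounds for 15 min at room temperature. Nitrocefin was then added from an 800 uM solution, and hydrolysis was followed at 480 nm.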
HCMV antiviral: blocks human cytomegalovirus replication. AID 1259415. activity change, negative = inhibition, % at 57.5 µM. 410,000 compounds, 4.5% hits. HFF cells, HCMV-luciferase reporter, 72 h; stronger effect = lower value; in the data active means activity change below about -60%; inconclusive means no clear call, values can overlap the other calls; inactive means above about -39%
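Compounds were evaluated in HFFs infected with an HCMV luciferase reporter virus (MOI 1 PFU/cell). Luciferase in lysates collected 72 h post infection served as the replication measure.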
AMA1-RON2 inh: disrupts binding of P. falciparum AMA1 to RON2; AlphaScreen AMA1-biotinylated RON2 peptide binding; Potency, µM (doses to about 58.2 µM), without a hit: at the highest dose activity change, negative = inhibition, most hits filed as inhibitors; 360,000 compounds, 0.2% hits; AID 720542;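 further: potency means the concentration at half of the fitted maximal effect; 0% = vehicle wells and -100% = peptide control; nearly all actives have a fitted effect of over 45% in size; some results filed as inactive show a strong effect at the top dose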
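AMA1 (3D7) with his tag at 25 nM final met compounds first, then biotinylated RON2 peptide at 25 nM; detection used donor plus acceptor beads, 10 µg/mL apiece, read by AlphaScreen after 30 min at room temperature.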
FBPA Giardia inh: inhibitors of Giardia lamblia fructose-1,6-bisphosphate aldolase; Potency, µM (titrated, usually from 59.6 µM), for the others: at the highest dose activity, negative = inhibition, most hits filed as inhibitors; purified Giardia FBPA; A8B2U2; 290,000 compounds, 0.71% hits; further: potency means the concentration at half of the fitted maximal effect; nearly all actives have a fitted effect of over 55% in size
Target sequence (A8B2U2 whole entry, looked up): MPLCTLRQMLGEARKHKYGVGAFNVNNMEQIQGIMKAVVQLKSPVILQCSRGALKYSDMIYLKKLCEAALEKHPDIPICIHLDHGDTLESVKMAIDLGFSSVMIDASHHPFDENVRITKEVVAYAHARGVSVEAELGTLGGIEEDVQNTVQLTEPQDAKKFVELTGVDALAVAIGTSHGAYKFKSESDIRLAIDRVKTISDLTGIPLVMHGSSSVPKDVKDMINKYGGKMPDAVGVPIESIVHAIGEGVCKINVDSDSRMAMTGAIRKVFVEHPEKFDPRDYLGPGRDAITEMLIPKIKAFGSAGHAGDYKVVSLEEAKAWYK
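40 nM FBPA preincubated 10 min at RT with compound (up to 57.5 uM final), then substrate plus GAPDH/TPI/NAD/arsenate coupling and diaphorase/resazurin added. Fluorescence read after 20 min at RT, 525/598 nm.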
* hit, by the source's call; ? = inconclusive; nt = no result given; & = joins results of further samples; [ ] = remark or other dose. Unless noted, the call rests on the fitted dose curve; in most records, active means well fitted curve in the direction sought with a large enough effect; inconclusive means small, poorly fitted or top-dose-only effect, or another doubt; inactive means no such curve, though single readings can be large; an effect the other way counts as inactive or inconclusive. Unless noted, on the % scale 0 is the no-effect control and ±100 the full control effect. Compounds as they come. About 7.8% of those tested had a hit in this group.

smiles	Sm TGR inh	HCMV antiviral	AmpC detergent	FBPA Giardia inh	AMA1-RON2 inh	AmpC inh no detg
COC(=O)C1CCN(S(=O)(=O)CCNC(=O)c2ccc3c(c2)OCO3)CC1	1%	16	-11%	nt	2%	-7%
Cc1ccc(S(=O)(=O)N2CCC(C(=O)Nc3nnc(C45CC6CC(CC(C6)C4)C5)s3)CC2)cc1	-20%	nt	1%	6%	nt	-8%
CN(Cc1c(F)cccc1Cl)c1ccc(S(=O)(=O)N2CCOCC2)cn1	11%	-12	7%	11%	4%	84%[activator]
Cc1ccc(-n2c([S-])c(C(=O)Nc3ccc(OC(F)F)cc3)[n+]3ccc(C(=O)NCCO)cc23)cc1C	?	21	-7%	-9%	13%	5%
O=C1c2ccccc2S(=O)(=O)N1Cc1c(F)cccc1Cl	6%	-21	-14%	-1%	6%	-9%
COCCCn1c(N)c(C(=O)Nc2sc3c(c2C(=O)OC)CCCC3)c2nc3ccccc3nc21	37%[activator]	20	0%	-1%	4%	-21%
Cc1occc1C(=O)Nc1ccccc1C(=O)O	0%	-9	-7%	3%	2%	-22%
COCCN(Cc1cccs1)S(=O)(=O)c1ccc(-c2ccc(=O)[nH]n2)s1	-21%	-19	-1%	nt	-9%	0%
Cc1nn2c(C(F)(F)F)cc(-c3ccc(Cl)cc3)nc2c1C(=O)N1CCOCC1	3%[11.4 µM]	16	3%	1%	29%	1%
COC(=O)[C@@H]1C[C@@]2(O)[C@H](O)[C@H](O)[C@H](O)C[C@H]2N1CC1CC1	-3%	-12	3%	-6%&-3%	14%	-25%
O=C(CCNC(=O)c1ccco1)Nc1ccc(N2CCOCC2)cc1	-1%	0	4%	1%	10%	-20%
O=C(O)c1ccc(NS(=O)(=O)c2cccc(C(=O)Nc3ccc(Br)cc3)c2)cc1	-14%	0	-19%	10%	-3%	93%
CN(c1ccccc1)S(=O)(=O)c1ccc(-c2ccccc2)cc1	21%	25	3%	-2%	23%	-31%
CC(=O)Nc1ccc(S(=O)(=O)N2CCC(n3c(C)nc4cccnc43)CC2)cc1	-6%	-29	4%	nt	nt	nt
Cc1occc1C(=O)Nc1ccc(Br)cc1F	-10%	66	1%	4%	7%	-20%
O=C(COC(=O)/C=C/c1cn(-c2ccccc2)nc1-c1cccnc1)Nc1ccc(Cl)cc1Cl	0%	-37	-11%	0%	0%	-10%
CCNc1nc(NC(N)=S)nc(NC(C)(C)C)n1	5%	-36	-2%	-12%	34%[activator]	-51%
CC1CCCCN1S(=O)(=O)c1ccc(S(=O)(=O)N(CC(=O)Nc2ccccc2)Cc2cccs2)cc1 (centres undefined)	-12%	?	?	0%	-15%	-36%
COc1cc2ccccc2cc1C(=O)Nc1ccc2oc(-c3ccc(F)cc3)nc2c1	5%	33	16%	nt	nt	nt
Cc1ccc(CNC(=O)C2CCC(CNS(=O)(=O)c3cccc4cccnc34)CC2)cc1 (centres undefined)	-2%	-6	-4%	-6%	7%	42%
Cc1ccc(S(=O)(=O)NCCn2cnc([N+](=O)[O-])n2)cc1	5%	23	8%	-12%	-7%	-5%
CC(C)C(=O)N1CCC(n2nccc2NC(=O)CCOc2ccccc2)CC1	0%	-29	-8%	nt	0%	16%
CC(=O)Nc1ccccc1OCc1cnc(Cl)s1	-1%	6	-1%	2%	4%	-1%
COc1ccc(C(=O)NCc2nnc(SCC(=O)Nc3nc4ccc(C)cc4s3)o2)cc1OC	0%	57	2%	12%	-6%	-31%
CN1C(=O)CSC1=Nc1cccc(Cl)c1	13%	3	?	11%	0%	-12%

4 of these compounds, reformatted:
O=C(O)c1ccc(NS(=O)(=O)c2cccc(C(=O)Nc3ccc(Br)cc3)c2)cc1
- Sm TGR inh: -14%
- HCMV antiviral: 0
- AmpC detergent: -19%
- FBPA Giardia inh: 10%
- AMA1-RON2 inh: -3%
- AmpC inh no detg: 93%
Cc1ccc(S(=O)(=O)N2CCC(C(=O)Nc3nnc(C45CC6CC(CC(C6)C4)C5)s3)CC2)cc1
- Sm TGR inh: -20%
- HCMV antiviral: nt
- AmpC detergent: 1%
- FBPA Giardia inh: 6%
- AMA1-RON2 inh: nt
- AmpC inh no detg: -8%
O=C(COC(=O)/C=C/c1cn(-c2ccccc2)nc1-c1cccnc1)Nc1ccc(Cl)cc1Cl
- Sm TGR inh: 0%
- HCMV antiviral: -37
- AmpC detergent: -11%
- FBPA Giardia inh: 0%
- AMA1-RON2 inh: 0%
- AmpC inh no detg: -10%
COC(=O)C1CCN(S(=O)(=O)CCNC(=O)c2ccc3c(c2)OCO3)CC1
- Sm TGR inh: 1%
- HCMV antiviral: 16
- AmpC detergent: -11%
- FBPA Giardia inh: nt
- AMA1-RON2 inh: 2%
- AmpC inh no detg: -7%

Next section
smiles	Sm TGR inh	HCMV antiviral	AmpC detergent	FBPA Giardia inh	AMA1-RON2 inh	AmpC inh no detg
COCCCNS(=O)(=O)c1ccc(S(=O)(=O)N2CCCC2)cc1	-10%	23	3%	-4%	-6%	0%
COc1ccc(C=O)cc1Cn1c(=O)n(CCC(=O)NCc2ccco2)c(=O)c2sccc21	1%	-37	8%	8%	-6%	-14%
Cc1ccc(NC(=O)c2ccnc(C(C)(C)C)c2)cc1	-4%	25	?	-8%	9%	-17%
CCc1nc(N)c(C#N)c(-c2ccc(OC)c(OC)c2)c1C	11%	39	-11%	2%	1%	-26%
COc1cc(C(=O)NCCC(=O)NC(C)CCc2ccccc2)cc(OC)c1OC (centres undefined)	12%	0	7%	nt	-3%	1%
CC(C)(C)n1ncc2c(=O)n(Cc3ccc(Cl)cc3Cl)cnc21	-17%	0	-5%	3%	-21%	-22%
COC(=O)CSc1nnc([C@H](Cc2ccccc2)NC(=O)OC(C)(C)C)o1	0%	-9	-14%	-3%	5%	22%
CCOC(=O)C(Sc1ncnc2c1sc1nc(N3CCOCC3)c3c(c12)CCCC3)c1ccccc1 (centres undefined)	-8%	nt	-2%	-2%	nt	-11%
CC(C)C(=O)Nc1cccc(C(=O)Nc2ccc(S(=O)(=O)N3CCOCC3)cc2)c1	2%	-21	-17%	18%	13%	-28%
CCOc1ccc(C(=O)Nc2ccc3oc(-c4ccc(Br)cc4)nc3c2)cc1	3%	?	-1%	nt	nt	nt
O=C(c1cccc2ccccc12)C1CCCN(C(=O)c2ccc(N3CCOCC3)cc2)C1 (centres undefined)	-22%	-33	-3%	0%	-10%	150%[activator]
CCOP(=O)(O)c1ccccc1OCCOCCOc1ccccc1P(=O)(O)OCC	8%	19	1%	7%	-5%	-12%
COc1ccc(CNC(=O)N2CCN(S(=O)(=O)c3ccc(C)cc3C)CC2)cc1	1%	29	-5%	16%	0%	1%
O=C(NCc1ccccc1)C1CC(=O)N(C2CCCCC2)C1 (centres undefined)	-17%	7	3%	nt	-8%	266%
COc1cc(NS(=O)(=O)c2ccc(N/C=C(\C=O)c3nc4cc(Cl)ccc4o3)cc2)nc(OC)n1	-23%	6	-9%	-9%	22%	-15%
COc1ccccc1-c1noc2ncnc(Nc3ccc4c(c3)OCO4)c12	-25%	?	?	7%	-4%	-16%
Cc1ccc(NS(=O)(=O)c2cccs2)c(C)c1	4%	0	-7%	-4%	4%	-31%
S=C(NCC1CCCO1)c1ccc(Br)cc1 (centres undefined)	0%	-25	-11%	1%	8%	-28%
COc1cccc(C2(C)NC(=O)N(CC(=O)c3cc(C)n(C4CC4)c3C)C2=O)c1 (centres undefined)	-22%	-14	0%	nt	7%[11.6 µM]	1%
CCCCOC(=O)n1ccc(C(=O)Nc2ccccc2OC)n1	-25%	36	-13%	-3%	3%	-10%
COc1ccccc1C(=O)N1CCN(Cc2cccnc2)CC1	-9%	nt	-3%	?	?	-9%
CC(NC(=O)CCCc1nnc2n(C)c(=O)c3sccc3n12)c1ccccc1 (centres undefined)	1%	17	-6%	12%	-1%	8%
CCN(CC)S(=O)(=O)c1cc(NC(=O)Cc2ccsc2)ccc1C	3%	-28	-7%	0%	17%	-30%
O=S(=O)(c1cccc(-c2nc3ccccc3s2)c1)N1CCCC1	13%	0	?	-4%	24%	?
c1cncc(-c2csc(NCc3ccco3)n2)c1	2%	33	-1%	-2%	-10%	-18%
COc1cccc(/C=C/C(=O)Nc2ccc3nc(N4CCN(C)CC4)cc(C)c3c2)c1OC	-11%	-106*	-5%	nt	nt	nt
COc1ccccc1CNC(=O)Cc1cc(=O)[nH]c(=O)[nH]1	-9%	96	-20%	2%	10%	-4%
CCOc1ccc(C(=O)NCC(=O)N2CCCC2)cc1	4%	41	2%	13%	29%	-8%
CC(C)c1ccc(C(=O)NCc2ccc(Cl)cc2)cc1	?	39	2%	2%	-3%	-11%
COc1ccc(C)cc1NC(=O)C1CCCCN1S(=O)(=O)c1ccccc1 (centres undefined)	nt	?	nt	nt	-6%	-21%
Cc1nc(SCCOc2ccccc2)[nH]c(=O)c1Cc1ccccc1	1%	-6	9%	4%	1%	3%
CC(=O)NC12CC3CC(C1)CC(C(=O)OCC(=O)Nc1ncc(Cl)cc1Cl)(C3)C2	?	68	-15%	-20%	-18%	6%
CN1CCN(C(=O)C2=C[C@@H](C3CC3)C[C@@H](OCc3ccc(CO)cc3)O2)CC1	-25%	-4	-4%	2%	10%	9%
COc1ccc(C(CNC(=O)COc2ccccc2C#N)N2CCOCC2)cc1 (centres undefined)	2%	-2	-4%	3%	3%	6%
CC(C)CNC1CS(=O)(=O)CC1O (centres undefined)	0%	0	-10%	6%	-10%	-4%
COc1ccc(C(=O)NCCc2ccccc2)cc1[N+](=O)[O-]	4%	7	3%	2%	4%	-4%
C=CCNC(=O)C12CCC(C)(C(=O)C1Br)C2(C)C (centres undefined)	-4%	-11	-7%	-1%	21%	-16%
CCOc1ccc(C(=O)c2cn(CC(=O)Nc3ccc4c(c3)OCCO4)c3ccc(F)cc3c2=O)cc1	-3%	1	0%	nt	nt	nt
CCCCNC(=O)CSc1nc2ccc(C)cc2[nH]1	-7%	13	?	0%	5%	-13%
COC(=O)c1ccc(Cn2cc(C(F)(F)F)cc([N+](=O)[O-])c2=O)cc1	-12%	1	2%	-4%	0%	-25%

3 structures out of the list, sorted by SMILES length, largest number first:
smiles	Sm TGR inh	HCMV antiviral	AmpC detergent	FBPA Giardia inh	AMA1-RON2 inh	AmpC inh no detg
COc1ccccc1CNC(=O)Cc1cc(=O)[nH]c(=O)[nH]1	-9%	96	-20%	2%	10%	-4%
CCCCNC(=O)CSc1nc2ccc(C)cc2[nH]1	-7%	13	?	0%	5%	-13%
CC(C)CNC1CS(=O)(=O)CC1O (centres undefined)	0%	0	-10%	6%	-10%	-4%

High-throughput results: PubChem, National Center for Advancing Translational Sciences (NCATS)
